# Screening results deposited in PubChem BioAssay by NMMLSC.
# Bcl-W Bim block = human Bim-Bcl-W interaction inhibition. inhibition, % at 10 µM. bead-based flow cytometry, Bim peptide-Bcl-W binding. 190,000 compounds, 0.02% hits. Q92843;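 also: 0% = bound tracer without compound and 100% = peptide blocker; higher means less fluorescent Bim peptide bound to Bcl-W beads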
# Target sequence (Q92843 whole entry, looked up): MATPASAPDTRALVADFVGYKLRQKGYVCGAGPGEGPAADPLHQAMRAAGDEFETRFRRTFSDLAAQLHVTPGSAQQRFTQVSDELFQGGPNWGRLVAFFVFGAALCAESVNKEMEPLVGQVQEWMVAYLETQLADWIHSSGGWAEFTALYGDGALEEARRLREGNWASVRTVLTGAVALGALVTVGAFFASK
# Rab2 wt GTP = changes GTP binding to wildtype dog Rab2A, up or down; AID 760; GTP binding activity, % at 10 µM; GST-Rab2 wt beads, Bodipy-GTP binding, flow cytometry; 190,000 compounds, 0.19% hits; P61105;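 active = GTP binding activity at least 20 points away from 100%, either lowered or raised; inconclusive = signal likely due to the compound's own green fluorescence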;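 also: 0% = beads with excess unlabeled GTP and 100% = no-compound control corrected for plate trend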
# Rac1 wt modul = modulators of human Rac1 wildtype GTP binding; 190,000 compounds, 0.27% hits; GST-Rac1 beads, fluorescent GTP binding, flow cytometry; actives lie on both sides; 0 = cold GTP competed, 100 = untreated; AID 757; GTP binding activity (% of control), % at 10 µM;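 active = GTP binding activity at least 20 points away from the 100% control level, either lower or higher; inconclusive = compound flagged as likely green fluorescent, judged across all proteins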
# Rab7 wt modul = alters GTP binding to wildtype dog Rab7; GST-Rab7 beads, fluorescent GTP binding, flow cytometry; actives lie on both sides; untreated = 100%, excess cold GTP = 0%; GTP binding activity (percent of control), % at 10 µM; 190,000 compounds, 0.055% hits;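 active = fluorescent GTP binding to Rab7 beads changed by at least 20 points from the 100% baseline, either direction, mostly lower; inconclusive = compound itself probably fluorescent, or too few beads counted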;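 also: median green fluorescence of bound Bodipy-FL-GTP per Rab7 bead population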
# Bcl-2 Bim block = inhibitors of Bim-Bcl-2 interaction, human; P10415; Bead-based flow cytometry, Bim peptide-Bcl-2 binding; inhibition, % at 10 µM; 190,000 compounds, 0.06% hits; AID 950; in the data active = inhibition above about 40%; inconclusive = no clear call, values can overlap the other calls;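 also: 0% = no compound wells with probe peptide and 100% = reference peptide inhibitor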
# Target sequence (P10415 whole entry, looked up): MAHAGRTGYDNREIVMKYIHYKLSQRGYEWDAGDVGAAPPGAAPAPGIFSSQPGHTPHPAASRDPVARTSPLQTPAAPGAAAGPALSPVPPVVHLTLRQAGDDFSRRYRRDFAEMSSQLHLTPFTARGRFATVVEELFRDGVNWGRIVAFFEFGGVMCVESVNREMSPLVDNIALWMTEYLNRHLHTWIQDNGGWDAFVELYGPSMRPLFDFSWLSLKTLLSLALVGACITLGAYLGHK
# Rac1 mut GTP = human Rac1 activated mutant GTP binding change | P63000 | GST-Rac1 activated beads, fluorescent GTP binding, flow cytometry; actives lie on both sides; 100% means binding = to untreated wells | percent activity (GTP binding), % at 10 µM | 190,000 compounds, 0.11% hits | AID 764;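 active = GTP binding at least 20 percentage points away from the 100% baseline, in either direction, so actives lie on both sides; inconclusive = Compound likely fluorescent itself, or too few beads counted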
# Cdc42 wt = human Cdc42 wildtype GTP binding change, either direction; P60953; GST-Cdc42 beads, Bodipy-GTP binding, flow cytometry; actives lie on both sides; percent activity (GTP binding), % at 10 µM; 190,000 compounds, 0.2% hits;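 active = percent activity GTP binding at least 20 points away from the 100% baseline, either down as inhibitor or up as activator; inconclusive = compound flagged as likely green fluorescent from well-wide comparison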;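 also: median bead fluorescence of bound Bodipy-FL-GTP at 100 nM; 0% = excess unlabeled GTP control and 100% = no compound control; below 100% means less GTP binding so inhibitor and above means activator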
# Target sequence (P60953 whole entry, looked up): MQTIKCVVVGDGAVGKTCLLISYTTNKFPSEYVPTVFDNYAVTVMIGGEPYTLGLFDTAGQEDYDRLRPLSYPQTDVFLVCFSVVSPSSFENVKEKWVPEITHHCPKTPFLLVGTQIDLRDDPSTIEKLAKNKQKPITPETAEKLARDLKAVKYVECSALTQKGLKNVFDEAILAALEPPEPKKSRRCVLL
# Bim-Bfl-1 = human Bim-Bfl-1 interaction inhibition; Bead-based flow cytometry, Bim-Bfl-1 binding inhibition; inhibition, % at 10 µM; 190,000 compounds, 0.12% hits; AID 1008;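 also: 0% = wells without compound plus tracer and 100% = blocker peptide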
# HRas wt GTP = human HRas wildtype GTP binding, change in either direction | GST-Ras wt beads, Bodipy-FL-GTP binding, flow cytometry; actives lie on both sides | GTP binding activity, % at 10 µM | 190,000 compounds, 0.14% hits | AID 759;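 active = GTP binding activity at least 20% away from the 100% baseline, either lowered as inhibitor or raised as activator; inconclusive = flagged as likely green fluorescent, judged across all proteins in the well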;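 also: 0% = unlabeled GTP competition control and 100% = no-compound control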
# Target sequence (P01112 whole entry, looked up): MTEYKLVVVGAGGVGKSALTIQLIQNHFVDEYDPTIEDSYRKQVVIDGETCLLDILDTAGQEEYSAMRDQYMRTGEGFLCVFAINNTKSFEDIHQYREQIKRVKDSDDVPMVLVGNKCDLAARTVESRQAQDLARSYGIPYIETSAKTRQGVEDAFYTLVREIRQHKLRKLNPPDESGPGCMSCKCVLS
# Bcl-XL Bim block = inhibitors of Bim-Bcl-XL interaction, human. Bim peptide-Bcl-XL binding, bead flow cytometry, fluorescence. inhibition, % at 10 µM. 190,000 compounds, 0.04% hits
# Target sequence (Q07817 whole entry, looked up): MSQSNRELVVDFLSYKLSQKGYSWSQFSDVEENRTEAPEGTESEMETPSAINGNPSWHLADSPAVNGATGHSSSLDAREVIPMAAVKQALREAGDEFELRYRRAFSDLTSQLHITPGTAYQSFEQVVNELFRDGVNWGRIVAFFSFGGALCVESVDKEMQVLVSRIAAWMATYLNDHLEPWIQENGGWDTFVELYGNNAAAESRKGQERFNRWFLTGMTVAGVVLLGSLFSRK
# Bcl-B Bim block = disrupts Bim peptide binding to human Bcl-B; Q9HD36; bead-based flow cytometry; inhibition, % at 10 µM; 190,000 compounds, 0.073% hits;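 also: 0% = tracer peptide without compound and 100% = reference inhibitor peptide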
# An asterisk follows results filed as active; u = inconclusive. Rule as the data show it, unless noted: active = inhibition above about 40%. Compounds as they come; any-hit rate near 0.62%.
SMILES,Bcl-W Bim block,Rab2 wt GTP,Rac1 wt modul,Rab7 wt modul,Bcl-2 Bim block,Rac1 mut GTP,Cdc42 wt,Bim-Bfl-1,HRas wt GTP,Bcl-XL Bim block,Bcl-B Bim block
Cn1/c(=N/N=C/c2ccc(N3CCOCC3)cc2)sc2ccccc21,-2,96,100,108,-7,94,100,-8,102,-4,-1
CCC(C)NC(=O)COC(=O)c1oc2ccccc2c1CSc1ccc(Cl)cc1 (stereo not given),-2,99,104,104,2,99,100,0,101,-2,-2
Cn1c(Cc2c[nH]c3ccccc23)n[nH]c1=S,-2,102,104,101,-7,101,106,-4,102,-6,-19
COc1ccc(C(C)(C)C)cc1NC(=O)COC(=O)c1cc(SC)ccc1Cl,-1,95,99,97,0,95,94,0,95,-1,-2
CCCCCC1CC1C(=O)N/N=C/c1ccc(N(C)C)cc1 (stereo not given),3,100,98,99,4,95,98,4,100,1,0
Cc1ccc(CN2C(=O)CCC2C(=O)N2CCN(c3ccccc3)CC2)cc1 (stereo not given),3,99,104,97,-3,99,98,3,98,4,0
O=S(=O)(/C=C/c1ccccc1)N1CCN(c2nc(-c3ccccc3)nc3ccccc23)CC1,0,100,94,102,-1,92,98,-4,97,-1,-1
Nn1c(SCC(=O)Nc2ccc(F)cc2)nnc1-c1cccnc1,-3,102,101,105,-7,100,104,-4,103,-2,-6
O=S(=O)(NCCc1ccccc1)c1cccc(S(=O)(=O)N2CCOCC2)c1,-7,99,105,98,-2,97,102,-3,100,-9,-4
O=C(Nc1nccs1)c1cc(-c2ccco2)nc2ccccc12,-3,95,104,97,1,97,96,10,96,-9,-6
COc1ccc(/C(O)=C2\C(=O)C(=O)N(c3cc(C)on3)C2c2ccc(OC)c(OC)c2)cc1OC (stereo not given),1,104,104,104,-2,101,103,0,102,2,1
COc1ccc(S(=O)(=O)NNC(=O)c2cc3cc4ccccc4nc3s2)cc1,-3,98,98,102,-2,97,96,-4,98,-1,-3
COc1ccccc1N1CCN(C2CCN(C(=O)c3cc(OC)c(OC)c(OC)c3)CC2)CC1,3,101,104,101,-6,100,102,-7,103,1,-4
O=C(C[n+]1ccc(Cc2ccccc2)cc1)Nc1ccc([N+](=O)[O-])cc1Cl,-3,94,99,97,-4,96,96,-6,97,-3,-3
CCC(=O)N1CCc2cc(S(=O)(=O)NC(C(=O)NCc3ccc(F)cc3)C(C)C)ccc21 (stereo not given),-1,100,104,103,-9,98,101,-13,101,-9,-8
Nc1ccc(NC(=O)NC2CCCCC2)cc1,1,97,99,97,1,95,97,-3,98,-2,-4
N#Cc1nc(COc2ccccc2)oc1N1CCOCC1,3,100,105,103,-4,97,100,-4,100,0,-4
O=C(O)c1ccc2cc[nH]c2c1,-2,u,u,u,1,u,u,-2,u,-2,0
CCC(Sc1nc2ccccc2[nH]1)C(=O)Nc1cc(C)on1 (stereo not given),-4,97,106,101,-12,96,101,-17,100,-8,-8
COc1ccccc1-c1nn2c(C(F)(F)F)nnc2s1,-2,98,98,102,-3,98,98,-1,100,0,-1
COc1cccc(NC(=O)N2CCN(C(=O)C(Cc3ccc(OC)c(OC)c3)NC(C)=O)CC2)c1 (stereo not given),-8,102,104,100,-18,96,102,-26,100,-14,-12
CCOC(=O)c1c(C)[nH]c(C)c1C(=O)CSc1nc2ccccc2n1CC,11,98,97,100,4,97,97,10,96,15,13
O=C(NCCc1ccccc1)C1CCN(C2CCN(Cc3ccc(CO)o3)CC2)CC1,-1,100,101,97,-3,98,98,-2,98,-3,-4
Cc1cc(=O)[nH]c(SCc2nc3ccccc3s2)n1,2,101,98,99,2,98,100,1,99,1,2
CCOc1cc(C2C3=C(CCCC3=O)NC3=C2C(=O)CCC3)ccc1OCCO,-2,102,105,102,0,98,103,-2,103,-2,1

# Complete entries, looked up by structure. Values in the order: Bcl-W Bim block | Rab2 wt GTP | Rac1 wt modul | Rab7 wt modul | Bcl-2 Bim block | Rac1 mut GTP | Cdc42 wt | Bim-Bfl-1 | HRas wt GTP | Bcl-XL Bim block | Bcl-B Bim block
# O=S(=O)(NCCc1ccccc1)c1cccc(S(=O)(=O)N2CCOCC2)c1 as listed: -7 | 99 | 105 | 98 | -2 | 97 | 102 | -3 | 100 | -9 | -4
# O=C(Nc1nccs1)c1cc(-c2ccco2)nc2ccccc12 as listed: -3 | 95 | 104 | 97 | 1 | 97 | 96 | 10 | 96 | -9 | -6

# Going on with the list:
SMILES,Bcl-W Bim block,Rab2 wt GTP,Rac1 wt modul,Rab7 wt modul,Bcl-2 Bim block,Rac1 mut GTP,Cdc42 wt,Bim-Bfl-1,HRas wt GTP,Bcl-XL Bim block,Bcl-B Bim block
COc1ccc(/C=C/C(=O)NCCNC(=O)c2ccccc2)cc1OC,-4,95,96,91,-1,95,96,-4,95,-1,-3
O=C(Nc1cccc(Cl)c1)C1=Cc2cc(Cl)ccc2OC1,2,97,102,99,-4,98,98,-9,99,-5,0
O=C(c1ccncc1)c1ccc(NS(=O)(=O)c2ccc(Br)s2)cc1,-2,105,105,98,-5,101,104,-1,105,-2,0
Cc1cc(NC(=O)CSc2nnnn2Cc2ccccc2)no1,0,98,105,101,-7,99,101,-20,101,-6,-6
C/C(=N\Nc1ccccn1)c1ccc(S(=O)(=O)NCc2ccco2)cc1,-3,96,100,103,-4,99,98,0,100,-4,-4
CCN(CC)C(=O)N1CCN(S(=O)(=O)c2ccccc2)CC1,-2,101,102,99,-2,93,99,-6,100,-2,-2
CCCSc1nc(N2CCCC2)c2c(c1C#N)CC(C)(C)OC2,0,97,96,97,-3,94,94,-4,98,0,0
O=C(CSc1nnc(-c2c[nH]c3ccccc23)o1)N1c2ccccc2CCc2ccccc21,3,100,88,101,-11,96,95,-11,95,-7,-7
COc1cc(C(=O)Nc2ccc(S(=O)(=O)Nc3onc(C)c3C)cc2)cc(OC)c1OC,0,102,105,99,-9,97,103,-17,102,-6,-8
Cc1cc(C)nc(NC(=O)CSc2nc3cc(Cl)ccc3s2)n1,0,103,104,101,-8,101,101,-6,100,-2,-7
CCOc1ccc(-c2[nH]nc3c2C(c2ccc4c(c2)OCO4)C(C#N)=C(N)O3)cc1OC (stereo not given),0,100,102,97,-4,100,102,0,101,-5,-3
O=CNNC(=O)c1cccc([N+](=O)[O-])c1,-4,100,103,97,-7,100,99,-14,101,-11,-12
CC(=O)Nc1ccc(-c2nnn(CC(=O)c3ccccc3)n2)cc1Cl,0,97,97,98,-11,91,100,-13,97,0,-7
COc1cccc(-n2c(SCC(=O)N3CCOCC3)nnc2-c2c[nH]c3ccccc23)c1,-3,102,103,102,-6,99,102,-11,101,-3,-5
CCC(C)(C)NC(=O)C(c1ccccn1)N(C(=O)c1csnn1)c1ccccc1 (stereo not given),0,98,102,100,0,96,97,-5,97,-1,-3
CN(C)c1ccc(NC(=O)Cn2cc3c(n2)CCCC3)cc1,0,98,102,100,2,96,99,1,98,-4,18
Cc1csc(NC(=O)CSc2nc3[nH]ncc3c(=O)[nH]2)n1,0,95,97,101,-4,95,93,-7,96,-3,0
Cc1ccccc1N(C(=O)Cc1ccsc1)C(C(=O)NC1CCCCC1)c1ccc(F)cc1 (stereo not given),-1,99,106,99,-10,99,103,-20,103,-7,-6
Cc1cccc(NC(=O)c2snc3c(=O)[nH]cnc23)c1,-2,104,104,107,3,98,105,-1,105,1,1
Fc1ccc(OCc2nc(-c3ccc(Br)o3)no2)c(F)c1,-1,94,94,97,-3,95,93,0,94,-1,0
CCCOc1ccc(N2C(=O)CC(N(C(=O)c3ccco3)c3ccc(OCCC)cc3)C2=O)cc1 (stereo not given),3,102,106,98,-6,100,104,-9,101,-8,-6
Cc1nn(-c2ccccc2)c(C)c1/C=N/n1c(-c2ccc(Cl)cc2)n[nH]c1=S,-11,102,101,99,-3,99,99,-6,100,-9,-28
CCn1c(=O)cc(SCC(=O)NCc2ccccn2)c2ccccc21,1,100,100,100,0,98,100,0,101,3,-1
CCN(CCO)Cc1csc2c(Br)cccc12,-3,92,91,100,0,93,95,-2,94,-1,-8
COc1ccc(OC)c(-c2cc(C(=O)N3CCN(c4ccccc4)CC3)no2)c1,1,96,99,98,-11,95,96,-9,97,-4,-5
# Continuation:
SMILES,Bcl-W Bim block,Rab2 wt GTP,Rac1 wt modul,Rab7 wt modul,Bcl-2 Bim block,Rac1 mut GTP,Cdc42 wt,Bim-Bfl-1,HRas wt GTP,Bcl-XL Bim block,Bcl-B Bim block
Cc1csc(SCC(=O)O)n1,0,95,97,98,-1,97,99,-12,98,0,-4
CCOC(=O)c1nccnc1C(=O)Nc1cccc(C(F)(F)F)c1,2,99,96,104,2,96,98,-2,98,-1,2
N#Cc1c(N)nc(-c2ccccc2)nc1-c1ccccc1,3,102,104,102,-7,100,103,-12,102,-3,-5
Oc1ccc2ccccc2c1N=Nc1ccccn1,0,97,97,99,-15,95,94,-20,96,-6,-3
Cc1cc(C)cc(NC(=S)N2CCN(Cc3ccccc3)CC2)c1,-2,98,99,95,-2,98,96,-3,98,-2,-4
NC(=O)NC(Cc1ccccc1)C(=O)Nc1ccc(S(N)(=O)=O)cc1 (stereo not given),0,103,113,109,-6,102,102,-12,107,10,-7
COC(=O)CSc1nc(NC#N)nc(NC(C)C)n1,-3,102,103,100,-4,99,102,-2,103,-5,-3
CCN(CC#CCC(O)(c1ccccc1)C1CCCC1)C(C)C (stereo not given),0,103,100,97,1,98,104,0,103,0,2
CCNc1nc2[nH]c(=O)c3c(c2s1)OC(N)=C(C#N)C3c1ccc(C)cc1 (stereo not given),-2,96,97,97,-3,97,98,0,98,-3,-3
CC(C)OC(=O)c1nnc(Cc2ccc(F)cc2)o1,2,101,109,102,-4,101,103,-5,103,-1,-5
N#CC1=C(N)Oc2cc(N)ccc2C1c1ccsc1 (stereo not given),2,97,100,103,-2,99,103,-6,99,-2,-1
O=[N+]([O-])c1cc2c(c(CSc3ncccn3)c1)OCOC2,-5,97,101,97,-3,95,96,-12,96,-4,-8
c1ccc(-c2cn(-c3ccccc3)c3ncnc(NCCCN4CCOCC4)c23)cc1,-5,98,100,104,-6,95,96,-6,102,-6,-6
c1ccc2c(c1)ncn2CCn1cnc2ccccc21,-6,98,102,94,11,96,99,9,98,-10,-8
O=c1n(-c2ccccc2)c(=O)n(Cc2ccccn2)n1Cc1ccccn1,4,100,102,98,-4,98,101,-8,101,7,-7
CCc1nnc(NC(=O)C(NC(=O)c2ccccc2Cl)C(C)C)s1 (stereo not given),-3,97,100,92,-4,94,95,-8,96,-1,-2
O=[N+]([O-])c1cccc(/C=N/n2c(C3CCCCC3)n[nH]c2=S)c1,-6,96,95,95,-12,96,96,-12,95,-12,-45
N#CCCNc1c(Cl)cc(Cl)cc1C(=O)O,1,96,99,100,0,95,96,3,96,-6,2
O=c1c2cccc3c2c(nn1-c1ccccc1)-c1ccccc1-3,-2,u,u,u,0,u,u,1,u,0,-6
CN1CCN(Cc2ccc(-c3ccc(Cl)cc3)o2)CC1,-1,92,91,93,-9,92,95,-14,94,0,-9
CN1OC(Cn2cc(C#N)c(=O)n(C)c2=O)CC1c1ccccc1 (stereo not given),-1,100,105,104,-3,97,103,-5,99,0,-4
